# CHO-K1 Ca antag: counter-screen for M1 antagonists: effect in parental CHO-K1 cells. hit rate 0.6% among 360,000. inhibition, % at 3 µM. ATP-induced calcium, Fluo-8 fluorescence;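 active means inhibition above a per-plate cutoff, the plate's mean sample inhibition plus 3 SD, cut at about 24% in these data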;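 further: 0% = DMSO plus EC80 ATP and 100% = DMSO alone without ATP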
# CHRM4 antagonist: antagonists of human muscarinic M4 receptor (CHRM4). P08173. CHO-hM4 cells, ACh EC80, Fluo-8 calcium fluorescence. inhibition, % at 3 µM. hit rate 0.73% among 360,000. AID 624125;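 active means inhibition above its plate's cutoff, the mean inhibition of sample wells plus 3 SD, cut at about 27% in these data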;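 further: 0% = acetylcholine EC80 with DMSO and 100% = DMSO without agonist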
# Target sequence (P08173 whole entry, looked up): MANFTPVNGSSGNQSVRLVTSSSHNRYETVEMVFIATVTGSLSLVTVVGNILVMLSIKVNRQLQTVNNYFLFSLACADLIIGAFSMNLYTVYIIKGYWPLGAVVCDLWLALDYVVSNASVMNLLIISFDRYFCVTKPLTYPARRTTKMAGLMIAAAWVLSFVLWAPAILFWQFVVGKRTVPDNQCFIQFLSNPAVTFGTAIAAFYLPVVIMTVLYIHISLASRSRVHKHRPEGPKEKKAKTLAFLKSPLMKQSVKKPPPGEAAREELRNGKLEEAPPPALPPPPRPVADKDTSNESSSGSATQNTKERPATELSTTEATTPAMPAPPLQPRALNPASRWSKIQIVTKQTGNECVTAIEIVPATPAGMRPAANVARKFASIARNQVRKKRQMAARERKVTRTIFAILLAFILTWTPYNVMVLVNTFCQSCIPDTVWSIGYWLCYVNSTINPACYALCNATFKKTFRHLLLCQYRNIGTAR
# M4 PAM: CHRM4 positive allosteric modulation; activation, % at 3 µM; P08173; hit rate 0.4% among 360,000; CHO-K1 hM4/Gqi5, Fluo-8 calcium fluorescence, ACh EC20; 0% = ACh EC20, 100% = maximal ACh;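 active means activation above its plate's cutoff, the mean activation of sample wells plus 3 SD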; further: some results filed as inactive read as strong as hits
# M5 PAM: CHRM5 positive allosteric modulation. CHO-K1 hM5, Fluo-8 calcium, ACh EC20 PAM; 0% = ACh EC20, 100% = ACh EC100. activation, % at 3 µM. hit rate 0.3% among 360,000. AID 624038;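 active means activation above the run cutoff, the mean activation of all test compounds plus 3 SD, cut at about 18% in these data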
# Target sequence (P08912 whole entry, looked up): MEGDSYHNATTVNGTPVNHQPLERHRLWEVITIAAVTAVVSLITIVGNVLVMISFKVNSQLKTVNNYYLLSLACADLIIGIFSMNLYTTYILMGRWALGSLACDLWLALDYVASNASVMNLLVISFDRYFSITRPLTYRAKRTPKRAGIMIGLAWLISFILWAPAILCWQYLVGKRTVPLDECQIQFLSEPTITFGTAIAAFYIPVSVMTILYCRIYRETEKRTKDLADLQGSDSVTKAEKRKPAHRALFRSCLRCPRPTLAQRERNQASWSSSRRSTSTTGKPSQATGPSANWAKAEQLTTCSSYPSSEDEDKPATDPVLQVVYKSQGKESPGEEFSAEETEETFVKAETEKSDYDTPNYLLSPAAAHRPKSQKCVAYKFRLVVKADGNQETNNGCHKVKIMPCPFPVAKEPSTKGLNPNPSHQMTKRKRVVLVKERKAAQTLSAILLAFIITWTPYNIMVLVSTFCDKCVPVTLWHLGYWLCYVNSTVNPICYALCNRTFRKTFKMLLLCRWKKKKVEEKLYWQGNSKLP
#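 Measured by: Fluo-8 calcium fluorescence; material: human M5 receptor in CHO-K1 cells; schedule: Post-acetylcholine fluorescence recording 140 s; benchmarks: low control EC20 acetylcholine (0%), high control EC100 acetylcholine (100%); read-out: Max/basal fluorescence ratio as % of EC20–EC100 ACh window; compound: single dose, 3 µM nominal final test concentration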
# CHO-K1 Ca PAM: counter-screen for M1 PAMs: effect in parental CHO-K1 cells; activation, % at 3 µM; ATP EC20, Fluo-8 calcium fluorescence; 0% at ATP EC20, 100% at ATP max; hit rate 0.02% among 360,000;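 active means activation above the run cutoff, the mean activation of all test compounds plus 3 SD, cut at about 40% in these data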;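 further: peak over basal fluorescence ratio in a 140 s read after ATP addition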
# CHRM5 antagonist: CHRM5 antagonism in calcium assay; CHO-hM5 cells, Fluo-8 calcium fluorescence, ACh EC80; inhibition, % at 3 µM; hit rate 0.59% among 360,000; AID 624040;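 active means inhibition above a per-plate cutoff, the mean of that plate's test compounds plus 3 SD, cut at about 27% in these data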;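 further: 0% = acetylcholine EC80 with DMSO and 100% = DMSO without agonist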
# CHRM4 agonist: CHRM4 agonism in calcium assay; activation, % at 3 µM; hit rate 0.14% among 360,000; P08173; AID 624127; CHO-K1 hM4/Gqi5, Fluo-8 calcium fluorescence; vehicle 0%, full acetylcholine response 100%;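 active means activation above the run mean over all test wells plus 3 SD, cut at about 32% in these data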;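 further: peak over basal fluorescence ratio per well then scaled between controls; 0% = DMSO wells and 100% = acetylcholine at EC100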
# M5 ag: CHRM5 agonism in calcium assay; P08912; CHO-K1 hM5 cells, Fluo-8 calcium fluorescence; 0% DMSO wells, 100% maximal acetylcholine response; activation, % at 3 µM; hit rate 0.19% among 360,000;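 active means activation above the run's mean over test compounds plus 3 SD, cut at about 23% in these data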;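 further: signal is peak over basal fluorescence ratio across the kinetic read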
# M1 ag parental: counter-screen for M1 agonists: effect in parental CHO-K1 cells; AID 602248; hit rate 0.48% among 360,000; Fluo-8 calcium fluorescence; scaled to maximal ATP response, vehicle zero; activation, % at 3 µM; in the data active means activation above about 15%;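 further: untransfected CHO-K1 host cells lacking M1 receptor as counterscreen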
# An asterisk follows results filed as active.
SMILES,CHO-K1 Ca antag,CHRM4 antagonist,M4 PAM,M5 PAM,CHO-K1 Ca PAM,CHRM5 antagonist,CHRM4 agonist,M5 ag,M1 ag parental
CC(C)(C)N(Cc1cc2ccccc2[nH]c1=O)C(=O)c1ccco1,5,4,-1,-6,3,6,2,-2,0.0
Cn1ncn2c(=O)c3c(nc12)-c1ccccc1CC31CCCC1,-14,-10,-4,-1,18,-4,0,2,0.4
O=C(Nc1cccc(S(=O)(=O)NC2=NCCC2)c1)c1ccccc1,9,-9,8,-12,-17,7,1,0,0.2
COc1cccc(NC(=O)Nc2ccc(Br)cn2)c1,-4,-6,-4,-8,5,0,0,2,0.6
O=C1NC[C@@H](CCCCN2C[C@H](Cc3ccccc3)N(Cc3ccccc3)C(=O)C2=O)N(CC2CCCCC2)C1=O,15,1,4,0,2,2,0,1,-0.8
Cc1ccccc1C(=O)N/N=C1/SCC(=O)N1Cc1ccccc1,-2,1,-2,-1,5,-13,1,0,0.9
C=CCOc1ccc2c(CC)cc(=O)oc2c1C,-10,4,8,6,16,0,-1,-3,2.2
CCCS(=O)(=O)NC(=O)C1(C)CCCN(C(=O)c2ccncc2)C1 (stereo unspecified),-3,-6,7,0,-3,3,0,1,0.1
Cc1oc2cc3oc(=O)c(CCC(=O)NCCCC(=O)O)c(C)c3cc2c1C,-13,7,0,4,7,9,-1,-2,0.6
Cc1ccccc1OCCCN1CCOCC1,-5,11,-4,-3,-2,6,3,-4,1.9
Oc1ccc(Nc2ncnc3c2oc2ccccc23)cc1,-7,2,-2,-5,7,6,3,-5,0.9
Cc1cccc(OCCSc2nc3ccccc3n2CC(=O)O)c1,-5,-8,5,7,17,10,0,-6,1.0
CC(CCc1ccccc1)NC(=O)C(=O)c1c[nH]c2ccccc12 (stereo unspecified),-4,4,-2,3,-26,9,1,-4,0.3
CN(C(=O)CSc1nnc(-c2ccncc2)n1-c1ccccc1)C1CCS(=O)(=O)C1 (stereo unspecified),-9,4,16,6,18,5,0,-5,0.4
CCCCC(C(=O)N/N=C/c1ccccn1)C(=O)N/N=C/c1ccccn1,1,-3,-5,6,19,1,0,-2,1.4
Cc1ccc(-c2nnc(-c3ccccc3)c(N3CCOCC3)n2)cc1,15,0,2,2,-4,-9,-3,-2,0.2
COc1ccc(/C=C/C(=O)NCCN2CCOCC2)cc1OC,-4,-5,6,11,0,0,1,-1,-0.2
CCOC(=O)C(Nc1ccc2ccccc2c1)C(=O)OCC,-7,4,-2,2,21,1,0,-1,2.2
CC1(C)OC(=O)C2=C(C[C@@H](C3CC3)O[C@@H]2C2CC2)O1,-3,4,6,-6,-2,0,0,3,-0.3
COc1ccc(-c2noc(-c3csc([C@@H]4C[C@H](O)[C@@H](CO)O4)n3)n2)cc1OC,-4,-4,1,-4,11,7,2,-2,0.8
CC(NC(=O)CCn1ccc2cc(S(=O)(=O)N3CCCC3)ccc21)c1ccccc1 (stereo unspecified),-17,8,-4,-1,4,1,2,-3,1.8
O=S(=O)(Nc1ccc(-c2cn3c(n2)SCC3)cc1)c1cc(F)ccc1F,-21,-14,4,-1,23,1,3,2,4.2
Cc1nnc(SCC(=O)Nc2cc(S(=O)(=O)N3CCOCC3)ccc2C)s1,-3,-11,6,-4,8,1,1,-2,0.5
FC(F)(F)c1cnc(NNC(=S)Nc2cccnc2)c(Cl)c1,-13,11,-10,-6,-1,12,2,3,3.3

# Profiles, looked up by structure. Order of screens: CHO-K1 Ca antag	CHRM4 antagonist	M4 PAM	M5 PAM	CHO-K1 Ca PAM	CHRM5 antagonist	CHRM4 agonist	M5 ag	M1 ag parental
# `O=C(Nc1cccc(S(=O)(=O)NC2=NCCC2)c1)c1ccccc1` reads 9	-9	8	-12	-17	7	1	0	0.2
# `Cc1nnc(SCC(=O)Nc2cc(S(=O)(=O)N3CCOCC3)ccc2C)s1` reads -3	-11	6	-4	8	1	1	-2	0.5
# `CC(CCc1ccccc1)NC(=O)C(=O)c1c[nH]c2ccccc12` (stereo unspecified) reads -4	4	-2	3	-26	9	1	-4	0.3

# Other structures:
SMILES,CHO-K1 Ca antag,CHRM4 antagonist,M4 PAM,M5 PAM,CHO-K1 Ca PAM,CHRM5 antagonist,CHRM4 agonist,M5 ag,M1 ag parental
CCN(CC)S(=O)(=O)c1cccc(-c2n[nH]c(=S)n2/N=C/c2ccc(OC(F)F)cc2)c1,-6,-4,0,-8,11,-2,1,-5,0.9
Cc1nnsc1C(=O)Nc1ccc(S(=O)(=O)N2CCC(C)CC2)cc1,-11,-2,-17,-9,15,11,20,2,8.7
COc1ccc(Cc2cc(-c3ccc(F)cc3)n[nH]c2=O)cc1,-2,4,-7,-10,2,7,2,1,1.9
Cn1c(SCCOc2ccccc2F)nc2ccccc2c1=O,-1,5,-17,-26,-4,20,7,-12,4.5
Cn1c(CN2CCCCC2)nc2cc(NC(=O)c3ccc(F)cc3)ccc21,-3,-21,2,1,15,-2,1,-2,0.1
C=CCN1C(=O)/C(=C\c2ccco2)C(C(=O)OC)=C1C,-13,-9,-4,0,13,-4,0,0,-0.1
COc1ccc(-n2c(=O)c3c4c(sc3n3c(=S)[nH]nc23)CCC4)cc1,2,15,2,5,-5,0,0,-4,0.3
CNS(=O)(=O)c1cc(NC(=O)CCCNC(=O)c2ccc(Cl)cc2)ccc1C,-8,4,0,1,8,11,1,-2,0.6
COc1ccc(S(=O)(=O)Nc2nc(C(F)(F)F)cs2)cc1,-2,0,0,1,17,-2,0,-2,0.5
C[C@@H]1CN([C@@H](C)CO)S(=O)(=O)c2ccc(C#CC3CCCCC3)cc2O[C@@H]1CN(C)Cc1cccnc1,-5,-4,-7,-1,19,8,7,-2,2.1
O=C(NCC1CCCO1)c1cccc(NC(=O)c2cccs2)c1 (stereo unspecified),6,2,-1,4,-6,7,2,0,0.8
CCOc1ncccc1C(=O)N(CC)CC(=O)NCc1ccc(Cl)cc1,-10,10,-5,0,7,8,1,0,0.7
Cc1nn(C)cc1/C=N\NC(=O)Cc1ccc([N+](=O)[O-])cc1,-10,7,-3,0,23,6,1,-3,0.9
O=C1CCCC(O)=C1N=Nc1ccc(S(=O)(=O)N2CCOCC2)cc1,-13,-2,-5,-5,-11,13,0,-2,0.7
O=C(CN1CCOCC1)NNc1nc(-c2ccccc2)c2cc(Br)ccc2n1,-12,-5,13,1,-8,11,4,6,0.3
O=C(CN(C(=O)CNS(=O)(=O)c1ccc(F)cc1)C1CCCC1)NCc1ccco1,-20,1,-4,-6,-1,3,-1,-2,1.2
Cc1cccc(CNc2ncnc3[nH]ncc23)c1,-9,3,-5,-2,10,9,5,5,2.5
CCCC(C(=O)NC1CCCC1)N(CC1CCCO1)C(=O)CNS(=O)(=O)c1ccccc1 (stereo unspecified),-7,2,-7,-3,-1,16,1,-4,-0.1
CC1CCCN(S(=O)(=O)c2ccc(C(=O)Nc3nnc(-c4ccco4)o3)cc2)C1 (stereo unspecified),-8,-1,4,-12,-2,6,1,-4,-0.6
CCCCn1c(N)c(N(C(=O)CSc2nnnn2-c2ccccc2)C2CCCC2)c(=O)[nH]c1=O,-16,-4,6,3,13,4,4,6,1.8
COc1nc(N(CC(N)=O)S(=O)(=O)c2ccccc2)nc(C)c1Cl,7,5,8,10,-3,2,0,-1,-0.1
N#C/C(=C/c1ccc(-c2ccc(S(N)(=O)=O)cc2)o1)c1nc2ccccc2s1,41*,26*,-8,-18,-6,48*,19,32*,30*
CCN(CC(=O)Nc1cc(Cl)ccc1C)C(=O)CC1CCCC1,4,0,4,-7,-14,4,-1,-2,-0.7
Cc1ccc2nc(C3CCCCC3)c(CC(C)(C)C)n2c1,-19,-19,18,10,-5,-19,0,0,-0.5
CCOc1ccccc1NC(=O)CSc1nc2cc(O)ccc2c(=O)n1-c1ccc(OC)c(OC)c1,10,13,-5,-6,0,18,12,4,3.5
CCN(CC(=O)NCCN1CCOCC1)S(=O)(=O)c1ccc(F)cc1,-15,-13,2,5,13,-6,1,-2,1.4
CN1CCN(C(=O)N2CCNC2=O)CC1,-10,-2,-5,0,13,-2,1,-1,0.3
COC(=O)C1=CN(Cc2ccc(OC)cc2)C=C(C(=O)OC)C1c1cccs1,4,-3,0,3,14,-4,-2,-7,0.1
COc1ccccc1NC(=O)CC1Nc2ccccc2NC1=O (stereo unspecified),-3,-1,-3,-4,14,5,1,-2,0.9
CC(C)=CCC/C(C)=C/CNC(=O)CC1C[C@H](C(=O)N2CCCCC2)[C@@]2(C)c3[nH]c4ccccc4c3CCN2C1=O (stereo partly specified),2,8,-2,-1,14,8,1,2,0.3
CCN(CC(=O)Nc1ccc2c(c1)OCCO2)C(=O)c1ccc(S(=O)(=O)N(C)C)cc1,0,-10,3,7,-3,-7,1,-2,0.5
COc1cc2ccccc2cc1C(=O)N1CCOCC1,-8,2,-1,5,13,4,0,2,1.2
CCOC(=O)C1(Cc2ccccc2)CCCN(C(=O)c2cn[nH]c2)C1 (stereo unspecified),-10,-7,9,-1,-15,1,1,-5,1.0
CC(C(=O)NCC(=O)Nc1ccc(F)c(F)c1F)N1CCN(Cc2ccc(C#N)cc2)CC1 (stereo unspecified),-11,-3,0,5,11,-1,1,0,0.6
OC[C@@H]1CN(Cc2ccc(Cl)cc2)C[C@H](n2cnc3c(N4CCOCC4)ncnc32)O1,-23,-12,8,0,23,-2,3,2,1.9
Cc1cc(S(=O)(=O)N(Cc2cccs2)Cc2ccccc2F)ccc1-n1cnnn1,6,10,-10,-13,14,1,4,-5,3.2
COC(=O)c1sccc1NC(=O)CSc1ccccc1N,-8,-3,-1,8,7,6,1,1,0.9
Cc1ccc(OCCCCN2CCCC(C)C2)c([N+](=O)[O-])c1 (stereo unspecified),-21,1,-5,5,19,9,1,-18,1.4
COc1ccc(NC(=O)c2cc(C3CCCCN3S(=O)(=O)c3cccs3)on2)c(C)c1 (stereo unspecified),-14,8,-4,-1,14,-3,5,-1,1.7
O=C(O)c1cc(NS(=O)(=O)c2ccc3ccccc3c2)ccc1O,-6,7,1,0,9,4,0,-2,1.4
O=C(Cn1nc2n(c1=O)-c1ccccc1SC2)N/N=C/c1cccs1,-12,4,-2,5,16,5,0,-2,0.8
Cc1ccc(S(=O)(=O)Nc2c(C(=O)O)[nH]c3ccccc23)cc1C,-11,0,-2,-6,-2,15,0,-5,0.3
CCCCN(C)Cc1c(C)[nH]c2c(Cl)cccc2c1=O,-18,-7,3,-1,16,7,1,2,0.3
Nc1c(C(=O)Nc2cccc(C(=O)O)c2)sc2nc3c(cc12)CCCC3,-16,5,3,-4,8,7,0,-3,0.3
Cc1ccc(/C=N/N2CCN(c3ccccn3)CC2)cc1,-10,-11,4,-6,1,-5,7,2,1.1
CCOc1ccc(N=C2NC(=O)C(CC(=O)O)S2)cc1 (stereo unspecified),-2,-3,12,-5,8,6,0,1,1.3
COCCCN1C(=O)C(=O)/C(=C(/O)c2ccc(C)cc2)C1/C=C/c1ccccc1 (stereo unspecified),4,-7,3,-3,-14,-3,0,-3,0.4
Cc1ccc2nc(C(C)(C)C)c(Cc3cccc(Cl)c3)n2c1,4,27*,-15,-22,-10,20,-2,-8,-0.5
CCOc1ccccc1NC(=O)/C=C/c1ccccc1[N+](=O)[O-],9,-2,-6,-5,-14,-3,4,-2,1.1
CC1CCCN(S(=O)(=O)c2ccc3c(c2)OCCO3)C1 (stereo unspecified),6,0,-7,-1,-14,-2,1,-2,0.2
